# MOR-DOR inv ag: inverse agonists of MOR-DOR heterodimerization, primary screen, cell-based, luminescence | Mu-type opioid receptor (Homo sapiens) + Delta-type opioid receptor (Homo sapiens), … | 340,000 tested, 0.21% active | inhibition, % at 9.3 µM | cell-based MOR-DOR heterodimer luminescence, inverse agonism; in the data active = inhibition above about 22%, passing the limit was not always enough;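 also: 0% = cells with DMSO and 100% = wells without cells with DMSO; values of inactives mirror those of a sister screen read the other way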
# Target sequence (P35372 whole entry, looked up): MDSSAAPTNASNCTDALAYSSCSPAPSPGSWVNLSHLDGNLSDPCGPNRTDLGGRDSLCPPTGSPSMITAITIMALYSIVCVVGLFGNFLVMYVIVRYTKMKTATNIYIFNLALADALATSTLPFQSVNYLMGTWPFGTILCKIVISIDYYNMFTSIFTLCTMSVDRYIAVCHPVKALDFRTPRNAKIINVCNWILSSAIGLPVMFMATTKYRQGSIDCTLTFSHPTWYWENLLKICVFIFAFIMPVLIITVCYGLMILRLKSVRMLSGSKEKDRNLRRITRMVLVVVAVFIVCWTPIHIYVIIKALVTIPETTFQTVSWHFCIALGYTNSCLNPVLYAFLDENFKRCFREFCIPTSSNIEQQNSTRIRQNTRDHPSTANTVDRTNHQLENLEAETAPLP
# Target sequence (P41143 whole entry, looked up): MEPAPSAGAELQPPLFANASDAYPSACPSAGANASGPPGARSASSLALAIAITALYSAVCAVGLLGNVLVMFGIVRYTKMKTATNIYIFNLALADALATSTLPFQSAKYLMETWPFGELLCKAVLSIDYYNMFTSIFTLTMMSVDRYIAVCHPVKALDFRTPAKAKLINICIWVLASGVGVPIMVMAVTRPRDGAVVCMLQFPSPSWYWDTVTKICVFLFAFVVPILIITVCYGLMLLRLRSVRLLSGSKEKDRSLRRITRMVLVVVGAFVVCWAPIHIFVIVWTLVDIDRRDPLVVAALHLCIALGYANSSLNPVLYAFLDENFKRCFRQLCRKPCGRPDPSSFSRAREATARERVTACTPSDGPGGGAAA
# Tat transport: E. coli Tat export inhibitors, primary screen, MC4100, TorA-mCherry reporter, fluorescence, single point; 340,000 tested, 0.036% active; AID 488895, 2010; inhibition, % at 10 µM;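 active = mean replicate inhibition at least 50% and at least half of replicates individually reaching 50%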;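 also: exported cargo escapes ClpAP degradation while cytoplasmic cargo is degraded and loses fluorescence; 0% = median of neutral control wells and 100% = median of NaSCN control wells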
# SUMO Mot1 rescue: yeast Mot1-301 growth rescue at high temperature, primary screen, SUMOylation pathway inhibitor project, S. cerevisiae, ATP luminescence, 38.5C. S. cerevisiae Mot1-301 growth rescue; percent above DMSO median, 100 means doubled. growth rescue, % at 18.8 µM. 320,000 tested, 1% active;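 active = every valid replicate shows activation above 250% relative to neutral control wells; inactive = the rest, any valid replicate at or below 250%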;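 also: OY570 slx delta 5 strain wells were the positive control but not used for scaling; some compounds called inactive have numbers as strong as hits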
# AddAB inh: growth inhibition of E. coli expressing H. pylori AddAB, primary screen, AddAB inhibitor project, absorbance. inhibition, % at 11.9 µM. 330,000 tested, 0.29% active. AID 435030, 2010; in the data active = inhibition above about 12%;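 also: 0% = vehicle wells of infected cells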
# MOR-DOR ag: agonists of OPRM1-OPRD1 heterodimerization, primary screen, cell-based, luminescence | activation, % at 9.3 µM | Mu-type opioid receptor (Homo sapiens) + Delta-type opioid receptor (Homo sapiens), … | cells | 340,000 tested, 0.3% active; in the data active = activation above about 18%;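 also: 0% = vehicle-treated cells and 100% = reference agonist; values of inactives mirror those of a sister screen read the other way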
# PfHsp90 set2: growth inhibition of PfHsp90-expressing yeast, primary screen, antimalarial PfHsp90 inhibitor project, S. cerevisiae, BacTiter-Glo luminescence, single point, set 2; BacTiter-Glo ATP, 48 h; yeast lacking PDR1 and PDR3 efflux regulators; inhibition, % at 9.4 µM; 310,000 tested, 0.32% active;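 active = every replicate shows inhibition above about 80%, whatever the replicate mean, limit read from the data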;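 also: 0% = DMSO neutral controls and 100% = 20 µM radicicol positive controls; yeast relying on Plasmodium falciparum Hsp90 in place of its own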
# Ecoli viability: E. coli V3065 growth inhibition, primary screen, counter-screen for AddAB inhibitor project, absorbance, OD600; 18 h; inhibition, % at 11.9 µM; 330,000 tested, 0.27% active; AID 449728, 2010;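 active = inhibition above the campaign's mean inhibition across all tested compounds plus 3 SD, cut at about 9.9% in these data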;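 also: uninfected addAB+ strain grown without phage in ampicillin broth; 0% = DMSO wells and 100% = ciprofloxacin 0.95 µg/ml wells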
# DSG3 Ab inh: inhibitors of pemphigus antibody binding to DSG3, primary screen, biochemical, bead-based, flow cytometry, scFv-GFP | DSG3-coupled beads, scFv-anti-DSG3-GFP binding; active compounds read low | binding (percent of control), % at 10 µM | AID 588358, 2011 | 310,000 tested, 0.48% active;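 active = binding more than 3 SD below its plate's average and above zero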;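 also: hits lower antibody fragment binding to DSG3; some compounds called inactive have numbers as strong as hits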
# Arrestin-AP2 inh: inhibitors of beta-arrestin/AP2 binding, primary screen, biochemical, GPCR trafficking, flow cytometry | FITC-arrestin peptide / GST-AP2 beads; AP2 beta2 appendage carries R879A mutation | inhibition, % at 10 µM | 340,000 tested, 0.31% active | AID 504490, 2011;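 active = inhibition above a set limit, near 3 SD of compounds lacking own fluorescence, cut at about 54% in these data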;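 also: plate controls were DMSO wells for no effect and 5 µM unlabelled arrestin peptide for full effect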
#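 System: GST-AP2 R879A glutathione beads; medium: PBS, Tween 20 0.05%, BSA 0.1%; reagent: fluorescein-tagged arrestin peptide at 50 nM final; schedule: pre-incubation 12 min, peptide binding 1 h, room temperature; detection: flow cytometry, FL1 (488/535 nm); read-out: inhibition as reduced fluorescein signal on beads, percent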
# phage Ecoli inh: growth loss of phage-infected E. coli, primary screen, RecBCD inhibitor project, absorbance, with phage, HTS; inhibition, % at 11.9 µM; AID 651602, 2012; 360,000 tested, 0.26% active; in the data active = inhibition above about 11%
# PKA-R1A activ: activators of PKA-R1A holoenzyme, primary screen, biochemical, fluorescence polarization, Cy5-IP20, bovine R1A, mouse PKAc | 340,000 tested, 0.083% active | cAMP-dependent protein kinase type I-alpha regulatory subunit (Bos taurus) + … | PKA-R1A dissociation; scaled: DMSO 0%, 113 µM cGMP 100% | activation, % at 11.4 µM;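 active = percent activation above the mean of all tested compounds plus 3 SD, cut at about 19% in these data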;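 also: higher means more PKAc released from R1A so a rise in polarization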
# Starred values were filed as active, the others as inactive; nt = no result given.
no.	compound	AddAB inh	MOR-DOR ag	SUMO Mot1 rescue	PKA-R1A activ	DSG3 Ab inh	MOR-DOR inv ag	Tat transport	Arrestin-AP2 inh	Ecoli viability	PfHsp90 set2	phage Ecoli inh
1	Oc1c(CN2CCOCC2)ccc2ccccc12	nt	8.4	nt	-4	106	-42	17	8	nt	-45	1.6
2	CC1Cc2ccccc2N1C(=O)C1CCCCN1S(=O)(=O)c1ccccc1 (stereo unspecified)	3.0	-1.7	212	0	101	9	6	1	-0.9	nt	1.5
3	O=C(O)/C=C/C(=O)Nc1ccc(C(=O)c2ccccc2)cc1	-1.2	-1.6	294	1	100	8	-6	17	1.2	25	2.5
4	COc1ccc(NC(=S)Nn2cnnc2)c(OC)c1	nt	-0.4	-9	-1	nt	2	-4	3	nt	nt	-0.9
5	Cc1ccc(NC(=O)CNC(=O)c2ccc(OC(F)F)cc2)cc1S(=O)(=O)N1CCCCCC1	nt	-1.8	nt	1	101	7	-5	0	nt	22	0.6
6	COc1ccccc1NC(=O)c1c(C)cc(=O)oc1C	2.5	2.4	-12	-9	91	-13	-3	4	0.4	-7	2.2
7	O=C(Cn1ccccc1=S)c1ccc(Cl)c(Cl)c1	7.7	nt	35	nt	107	nt	nt	-18	3.0	nt	3.1
8	c1ccc(-c2noc(-c3ccco3)n2)nc1	1.9	-1.9	-4	4	98	11	2	1	-0.8	-1	0.6
9	COC(=O)c1cc(=O)n(Cc2ccc(F)cc2)c(=NCc2ccc(F)cc2)s1	-1.0	-0.5	0	-8	74	2	1	-1	-1.8	1	4.3
10	COc1ccc(-n2c(Cc3cccn3C)nnc2SCC(=O)NCCc2ccccc2)cc1	0.9	-1.6	-1	-18	93	9	-3	11	0.5	4	0.7
11	CCc1ccc2[nH]c(=O)c(CN(CCN(CC)CC)C(=O)Nc3ccccc3OC)cc2c1	1.1	-1.2	-2	12	107	7	0	-1	0.7	16	0.7
12	O=C(OCc1c(-c2ccccc2)ncc2ccccc12)c1ccc(Cl)cc1Cl	-0.1	-1.5	5	-15	103	8	-2	13	-2.1	1	3.0

# Profiles, looked up by structure. Values in the order: AddAB inh	MOR-DOR ag	SUMO Mot1 rescue	PKA-R1A activ	DSG3 Ab inh	MOR-DOR inv ag	Tat transport	Arrestin-AP2 inh	Ecoli viability	PfHsp90 set2	phage Ecoli inh
# `c1ccc(-c2noc(-c3ccco3)n2)nc1` in the list: 1.9	-1.9	-4	4	98	11	2	1	-0.8	-1	0.6
# `COc1ccccc1NC(=O)c1c(C)cc(=O)oc1C` in the list: 2.5	2.4	-12	-9	91	-13	-3	4	0.4	-7	2.2

# Four of the entries above in order of their number in PKA-R1A activ, largest number first:
no. | molecule | MOR-DOR ag | SUMO Mot1 rescue | PKA-R1A activ | DSG3 Ab inh | MOR-DOR inv ag | Tat transport | Arrestin-AP2 inh | phage Ecoli inh
3 | O=C(O)/C=C/C(=O)Nc1ccc(C(=O)c2ccccc2)cc1 | -1.6 | 294 | 1 | 100 | 8 | -6 | 17 | 2.5
2 | CC1Cc2ccccc2N1C(=O)C1CCCCN1S(=O)(=O)c1ccccc1 (stereo unspecified) | -1.7 | 212 | 0 | 101 | 9 | 6 | 1 | 1.5
4 | COc1ccc(NC(=S)Nn2cnnc2)c(OC)c1 | -0.4 | -9 | -1 | nt | 2 | -4 | 3 | -0.9
6 | COc1ccccc1NC(=O)c1c(C)cc(=O)oc1C | 2.4 | -12 | -9 | 91 | -13 | -3 | 4 | 2.2

# (list continues)
no.	compound	AddAB inh	MOR-DOR ag	SUMO Mot1 rescue	PKA-R1A activ	DSG3 Ab inh	MOR-DOR inv ag	Tat transport	Arrestin-AP2 inh	Ecoli viability	PfHsp90 set2	phage Ecoli inh
13	C=CCn1c(SCC(=O)Nc2sccc2C(N)=O)nc2sc(CC)cc2c1=O	1.5	1.1	nt	-4	98	-6	-3	-4	1.6	6	4.5
14	CN(/N=C/c1ccncc1)c1cnc2ccccc2n1	1.8	1.2	19	7	102	-6	2	15	1.7	12	0.1
15	CC(C)C(=O)COc1c2occc2cc2ccc(=O)oc12	5.5	-1.8	nt	5	104	9	-1	7	-2.2	-29	1.1
16	CC(C)CCN1CCN(Cc2cc(F)ccc2-n2cccn2)CC1CCO (stereo unspecified)	-0.5	-1.0	13	1	113	5	-9	30	-1.1	nt	-2.8
17	Cc1ccc(C(=O)NNC(=O)c2ccc3ncccc3c2)cc1	nt	0.2	nt	-4	102	-1	-8	1	nt	31	1.4
18	COc1ccc(C(=O)NC(=S)N2CCN(c3ccccc3OC)CC2)cc1	4.4	-0.6	-3	-2	nt	3	-2	10	-3.0	-2	-1.5
19	O=C(CN(c1cccc(Cl)c1)S(=O)(=O)c1ccccc1)NN=C1CCCC1	0.8	3.2	-2	-6	97	-23	-4	15	0.2	1	1.6
20	CC(C)NC(=O)C(=O)N/N=C/c1ccco1	2.6	-0.1	46	-1	105	0	4	18	-1.3	-12	0.2
21	O=C(Cc1ccc(NC(=O)C2CCCN(C(=O)C3CCCC3)C2)cc1)Nc1cccc(C(=O)N2CCCC2)c1 (stereo unspecified)	nt	1.9	nt	3	100	-9	-6	-7	nt	-13	3.0
22	Cn1cc(C(=O)N2CCCCC2)c(=O)c2cc(S(=O)(=O)N3CCCC3)ccc21	-3.2	-1.8	-8	1	99	9	2	-16	-0.7	-1	1.4
23	C/C(=N\NS(=O)(=O)c1ccc(C)c([N+](=O)[O-])c1)c1cccs1	0.2	-2.1	1	-4	96	10	3	-2	0.7	12	3.3
24	CC(C)n1nnnc1SCC(=O)NCc1ccco1	3.1	-1.6	6	-1	108	10	2	2	-0.3	-4	0.5

# Values by screen from above.
# Entries 13 to 24 in Arrestin-AP2 inh: -4, 15, 7, 30, 1, 10, 15, 18, -7, -16, -2, 2
# Entries 13 to 24 in phage Ecoli inh: 4.5, 0.1, 1.1, -2.8, 1.4, -1.5, 1.6, 0.2, 3.0, 1.4, 3.3, 0.5
# Entries 13 to 24 in Ecoli viability: 1.6, 1.7, -2.2, -1.1, nt, -3.0, 0.2, -1.3, nt, -0.7, 0.7, -0.3

# Screening data: PubChem BioAssay, several laboratories
